High-throughput results (PubChem BioAssay)
mIAP act = mouse IAP activation | muIAP, CDP-Star luminescence, 30 min; hits give high values; 1 = vehicle-only enzyme signal, 0 = enzyme-free wells | activation factor at 10 µM | 330,000 compounds, 0.24% hits | AID 2805;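 active = activation factor of at least 2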; also: the source names both 10 and 20 µM as test concentration; values of inactives mirror those of a sister screen read the other way
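System: Mouse IAP enzyme | Also added: CDP-Star substrate | Dosing: Compounds dispensed in DMSO | Schedule: 30 min enzyme-substrate-compound incubation at room temperature | Technique: Chemiluminescence readout | Control set: DMSO-only wells and no-enzyme negative control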
beta cell repl = MIN6 beta-cell proliferation induction; MIN6 cells proliferation, ATPlite luminescence, 48 h; cells starved in 0.2% serum; 100% = growth in 10% serum; proliferation, % at 10 µM; 330,000 compounds, 0.29% hits;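 active = compounds whose signal lies at least 3.5 SD above the mean of all wells on their plate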;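 also: 0% = DMSO-treated cells in low-serum medium and 100% = 10% serum control; some compounds called inactive have numbers as strong as hits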
mIAP block = blocks mouse intestinal alkaline phosphatase | inhibition, % at 10 µM | purified mouse IAP, CDP-Star luminescence, 30 min | AID 2806 | 330,000 compounds, 0.2% hits;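 active = inhibition of at least 40% at 10 µM in the primary screen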;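 also: plate controls were DMSO with enzyme for no effect and no enzyme wells for full effect; values of inactives mirror those of a sister screen read the other way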
hIAP act = increases human intestinal alkaline phosphatase activity; P09923; purified human IAP, CDP-Star luminescence, 30 min; hits give high values; 1 = vehicle-only enzyme, 0 = enzyme-free background; activation factor at 10 µM; 330,000 compounds, 0.16% hits;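 active = activation factor of the enzyme at least 2-fold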; also: the source names both 10 and 20 µM as test concentration; values of inactives mirror those of a sister screen read the other way
Target sequence (P09923 whole entry, looked up): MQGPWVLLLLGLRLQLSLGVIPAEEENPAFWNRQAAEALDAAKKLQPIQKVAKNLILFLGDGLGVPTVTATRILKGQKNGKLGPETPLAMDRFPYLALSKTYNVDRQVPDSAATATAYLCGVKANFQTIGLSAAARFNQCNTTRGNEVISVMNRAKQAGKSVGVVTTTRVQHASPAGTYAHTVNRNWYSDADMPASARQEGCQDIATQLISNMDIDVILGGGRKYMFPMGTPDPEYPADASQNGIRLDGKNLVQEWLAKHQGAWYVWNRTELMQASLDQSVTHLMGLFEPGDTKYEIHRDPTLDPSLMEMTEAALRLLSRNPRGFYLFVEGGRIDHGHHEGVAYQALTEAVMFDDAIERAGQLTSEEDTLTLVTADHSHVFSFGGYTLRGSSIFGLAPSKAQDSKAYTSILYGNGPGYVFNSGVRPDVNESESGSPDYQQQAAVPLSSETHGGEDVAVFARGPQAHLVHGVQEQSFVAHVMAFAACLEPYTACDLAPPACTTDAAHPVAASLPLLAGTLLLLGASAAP
hIAP inh = blocks human intestinal alkaline phosphatase; 330,000 compounds, 0.12% hits; AID 2544; purified IAP, CDP-Star luminescence, 30 min; inhibition, % at 10 µM;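 active = inhibition reaching a set limit with compound at 10 µM in the primary screen, cut at about 35% in these data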;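 also: plate controls were DMSO wells with enzyme for no effect and no-enzyme buffer wells for full effect; values of inactives mirror those of a sister screen read the other way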
APOBEC3A inh = human APOBEC3A DNA deaminase inhibition; P31941; 330,000 compounds, 0.41% hits; recombinant A3A, FAM/TAMRA ssDNA deamination fluorescence; AID 493011; inhibition, % at 20 µM;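 active = at least 40% inhibition at 20 µM here, with at most 30% in a related deaminase screen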;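 also: plate controls were A3A with DMSO for no effect and wells lacking A3A enzyme for full effect; some results filed as inactive read as strong as hits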
Target sequence (P31941 whole entry, looked up): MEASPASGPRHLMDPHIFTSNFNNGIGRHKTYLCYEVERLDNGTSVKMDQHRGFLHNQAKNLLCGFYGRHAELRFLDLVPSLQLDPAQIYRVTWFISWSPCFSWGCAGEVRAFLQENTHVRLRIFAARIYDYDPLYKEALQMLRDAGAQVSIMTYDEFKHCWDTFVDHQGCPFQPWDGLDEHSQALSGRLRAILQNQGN
APOBEC3G inh = blocks human APOBEC3G single-stranded DNA deamination; Q9HC16; recombinant A3G, ssDNA deamination FAM/TAMRA fluorescence; inhibition, % at 20 µM; 330,000 compounds, 0.28% hits;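 active = inhibition of at least 40% at 20 µM, with no more than 30% in the related APOBEC3A deaminase screen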;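 also: plate controls were DMSO wells with A3G for no effect and wells lacking A3G enzyme for full effect; some compounds called inactive have numbers as strong as hits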
Target sequence (Q9HC16 whole entry, looked up): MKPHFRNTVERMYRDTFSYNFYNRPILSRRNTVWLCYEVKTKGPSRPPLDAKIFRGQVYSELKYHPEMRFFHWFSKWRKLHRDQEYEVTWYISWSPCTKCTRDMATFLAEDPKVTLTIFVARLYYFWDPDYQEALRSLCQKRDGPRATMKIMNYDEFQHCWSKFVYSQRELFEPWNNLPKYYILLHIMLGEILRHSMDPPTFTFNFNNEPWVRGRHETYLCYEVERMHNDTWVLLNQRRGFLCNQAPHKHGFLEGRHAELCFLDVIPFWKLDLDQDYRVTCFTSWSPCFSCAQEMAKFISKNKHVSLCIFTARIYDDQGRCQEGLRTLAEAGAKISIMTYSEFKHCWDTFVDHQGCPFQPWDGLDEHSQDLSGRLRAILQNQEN
NR3A LBD binder = modulators (binders) of human NR3A ligand-binding domain; Tm shift relative to glycine control, % at 25 µM; NR3A LBD differential scanning fluorimetry, Tm shift; 0% = protein alone, 100% = glycine-bound protein; 340,000 compounds, 2.5% hits;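 active = melting temperature shift of at least 10% of the positive control shift, at one fixed dose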
MPTP block = blocks calcium-induced mitochondrial swelling; inhibition, % at 10 µM; isolated mouse mitochondria, Ca2+ swelling absorbance, 30 min; 360,000 compounds, 1.4% hits;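 active = inhibition of 50% or more, scaled per plate between neutral and stimulator controls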;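 also: 0% = DMSO wells given calcium and 100% = 1 mM EGTA wells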
* marks the source's active call; other numbers are inactive results; x = not tested or not shown.

SMILES | mIAP act | beta cell repl | mIAP block | hIAP act | hIAP inh | APOBEC3A inh | APOBEC3G inh | NR3A LBD binder | MPTP block
COc1cccc(NC(=O)CCc2nnc3ccc(NCc4ccco4)nn23)c1 | 0.95 | -1 | 5 | 1 | -2 | 0 | -2 | 0 | 0.2
C=CC[C@@]12C=C(OC)C(=O)C(OC)=C1O[C@H](c1ccc3c(c1)OCO3)[C@H]2C | 0.99 | -1 | 1 | 0.83 | 17 | 3 | -4 | -1 | -1.5
Cc1nnc(NC(=O)c2ccc3c(c2)NC(=O)CS3)s1 | 0.97 | -4 | 3 | 1.1 | -7 | -3 | -9 | 2 | 1.6
NS(=O)(=O)c1cc(C(=O)OCC(=O)Nc2ccc(Cl)cc2[N+](=O)[O-])ccc1Cl | 1 | -2 | 0 | 0.96 | 4 | -2 | 0 | -6 | 4.0
CCN(CC)CCOC(=O)c1ccc(NC(=O)CCCN2C(=O)/C(=C\c3cccs3)SC2=S)cc1 | 0.85 | -7 | 15 | 1.1 | -10 | -2 | -5 | -6 | -0.1
Cc1cc(C)cc(NS(=O)(=O)c2cc(C(=O)NCc3ccccn3)ccc2Cl)c1 | 1 | -2 | -4 | 1.1 | -7 | 5 | -3 | -10 | -0.5
O=C(c1ccccc1F)N1CCN(S(=O)(=O)c2ccc3c(c2)OCCO3)CC1 | 0.89 | -1 | 11 | 1 | -3 | -1 | 1 | 1 | 0.3
COc1ccc(N(CC(=O)Nc2ccccc2OC)S(=O)(=O)c2ccc(OC)c(OC)c2)cc1 | 1 | -4 | -4 | 1 | -1 | -1 | -5 | -1 | 0.1
CCOC(=O)N1CCN(C(=O)CSc2nnc3[nH]c(=O)c(C)c(C)n23)CC1 | 0.96 | 1 | 4 | 1 | -2 | 2 | -7 | 1 | -2.1
COc1ccc(N=C2SC(CC(=O)Nc3ccccc3)C(=O)N2CC2CCCO2)cc1 (stereo unspecified) | 1.1 | -3 | -6 | 1.2 | -16 | -4 | -6 | 0 | 1.8
CC1CCOC2(O1)C(=O)Nc1ccccc12 (stereo unspecified) | 1.1 | -1 | -7 | 1.1 | -8 | 2 | 6 | -1 | 1.8
CC(=O)c1cccc(NC(=O)C(C)OC(=O)Cc2n[nH]c(=O)c3ccccc23)c1 (stereo unspecified) | 0.97 | -1 | 3 | 0.91 | 10 | 1 | -3 | -1 | 0.9
O=C(NNS(=O)(=O)c1c(F)cc(F)c(Cl)c1F)C12CC3CC(CC(C3)C1)C2 | 1 | -6 | -4 | 1 | -1 | 2 | 1 | x | 0.1
COc1ccc(C(=O)O)cc1S(=O)(=O)N1CCN(c2ccccn2)CC1 | 1.1 | 5 | -12 | 0.94 | 6 | 4 | -1 | 0 | -1.5
O=C(NC1CCCCCC1)c1cc(S(=O)(=O)N2CCCCC2)ccc1N1CCOCC1 | 1.1 | 4 | -8 | 0.96 | 4 | -4 | -5 | -1 | -0.2
CCN(CC)S(=O)(=O)c1cccc(-c2n[nH]c(=S)n2/N=C/c2ccc(Br)cc2)c1 | 0.95 | 0 | 5 | 1.1 | -5 | 0 | -7 | 22* | 17
CCc1nnc(NC(=O)c2ccc(-c3ccc(Cl)cc3)o2)s1 | 0.99 | -1 | 1 | 0.99 | 1 | 3 | 4 | 15* | 3.3
CCC1Oc2ccc(C)cc2N(CC(=O)NC2CCCCC2)C1=O (stereo unspecified) | 1 | -2 | -3 | 0.97 | 3 | 0 | -7 | 1 | -0.1
c1ccc(-c2nc(N3CCOCC3)sc2-c2ccccc2)cc1 | 1.1 | -3 | -9 | 1.1 | -6 | 6 | -2 | -1 | 0.4
CNc1c(NS(=O)(=O)c2cc(NC(C)=O)ccc2C)c(=O)oc2ccccc12 | 1 | 0 | -3 | 1.1 | -6 | -2 | -4 | -1 | -1.1
COc1cccc(NC(=O)CN(C)C(=O)c2cc(-c3cccc(Br)c3)nc3ccccc23)c1 | 0.95 | -7 | 5 | 1.1 | -5 | -1 | -6 | 18* | 1.3
Cc1cc(C)c(-n2nnnc2SC(C)C)c(C)c1 | 1.1 | 0 | -8 | 1 | -2 | 3 | 4 | -1 | -0.4
CCc1ccc(-c2cc(C)no2)cc1S(=O)(=O)Nc1ccc(Cl)cn1 | 1 | 3 | -2 | 1.2 | -19 | 1 | 0 | -2 | -0.8
COc1cccc(/C=C2/C(=O)NN(c3ccc(C)c(C)c3)C2=O)c1 | 0.94 | -3 | 6 | 1 | -1 | -4 | -4 | -3 | -1.4
O=C(COC(=O)c1cccc(F)c1)NC(=O)NCc1ccccc1 | 0.97 | 4 | 3 | 1.1 | -8 | 2 | -4 | 0 | -1.3

One compound at a time (already shown).
`Cc1cc(C)c(-n2nnnc2SC(C)C)c(C)c1` is listed with mIAP act: 1.1; beta cell repl: 0; mIAP block: -8; hIAP act: 1; hIAP inh: -2; APOBEC3A inh: 3; APOBEC3G inh: 4; NR3A LBD binder: -1; MPTP block: -0.4
`CCN(CC)S(=O)(=O)c1cccc(-c2n[nH]c(=S)n2/N=C/c2ccc(Br)cc2)c1` is listed with mIAP act: 0.95; beta cell repl: 0; mIAP block: 5; hIAP act: 1.1; hIAP inh: -5; APOBEC3A inh: 0; APOBEC3G inh: -7; NR3A LBD binder: 22*; MPTP block: 17

Additional records follow:
SMILES | mIAP act | beta cell repl | mIAP block | hIAP act | hIAP inh | APOBEC3A inh | APOBEC3G inh | NR3A LBD binder | MPTP block
COC(=O)C(O)(CC(=O)Nc1cc(OC)c(OC)c(OC)c1)C(F)(F)F (stereo unspecified) | 1.1 | -2 | -13 | 1.4 | -36 | 1 | -4 | -1 | -2.3
Cc1nc2sc(C(c3ccco3)N3CCOCC3)c(O)n2n1 (stereo unspecified) | 1 | -1 | -1 | 1.3 | -30 | -2 | -2 | 2 | 0.4
O=[N+]([O-])c1nn(-c2ccccc2)[n+]([O-])c1N1CCN(c2ccccc2F)CC1 | 0.88 | -3 | 12 | 0.98 | 2 | 0 | -4 | -2 | 0.8
Cc1ccc(OCC(O)CN2CCCC2)cc1 (stereo unspecified) | 1 | -2 | 0 | 0.9 | 10 | -1 | -2 | 1 | -0.4
O=C(O)C1CCCCC1C(=O)NCCc1ccncc1 (stereo unspecified) | 1 | -3 | 0 | 1 | -2 | -3 | -8 | 6 | -2.2
N#C/C(=C\c1cn(CCOc2ccccc2)c2ccccc12)C(=O)NCc1ccco1 | 0.9 | -4 | 10 | 1 | -2 | -1 | -2 | -6 | 4.3
Cc1cccc2sc(NC(=O)CSc3nnnn3C)nc12 | 0.91 | -2 | 9 | 0.92 | 8 | -2 | -9 | 4 | -1.5
CCN(CC)S(=O)(=O)c1cc(NC(=O)C(C)N(C)CC(=O)Nc2c(C)cccc2C)ccc1C (stereo unspecified) | 1.3 | 0 | -33 | 1 | -4 | 1 | 2 | -4 | 2.4
CC1C(=O)N2CCCc3cc(NC(=O)C(=O)NCc4ccccn4)cc1c32 (stereo unspecified) | 1 | -1 | -3 | 1.1 | -13 | -1 | -6 | 0 | -1.6
CCOC(=O)c1c(S(=O)(=O)NCc2ccco2)c(C)n(C)c1C | 0.99 | 5 | 1 | 1 | -2 | -3 | -4 | 0 | 0.3
O=[N+]([O-])c1ccc(CN2C=NS(=O)(=O)c3ccccc32)cc1 | 1 | -3 | -2 | 1 | 0 | 2 | 2 | 5 | -2.7
CCOc1ccc(N=Nc2c(=O)[nH]n3c(C)cc(C)nc23)cc1 | 0.9 | 0 | 10 | 0.8 | 20 | -5 | -4 | 5 | -0.3
O=C(Nc1ncc(Cc2ccccc2Cl)s1)C1=NCCN1 | 0.87 | -3 | 13 | 1.3 | -28 | -1 | -5 | -4 | -0.5
Cc1c(NC(=O)NC(C)N2C(=O)C3C4C=CC(C4)C3C2=O)c(=O)n(-c2ccccc2)n1C (stereo unspecified) | 1 | 0 | -2 | 1.1 | -8 | -1 | 15 | 1 | -7.5
CCCn1nc(C(=O)Nc2ccc(N3CCOCC3)cc2)c2ccccc2c1=O | 0.98 | -2 | 2 | 0.95 | 5 | -2 | -8 | 1 | 0.1
COc1cc(C(=O)OCC(=O)NC(=O)C2CCCCC2)ccc1OC(F)F | 0.89 | 1 | 12 | 1 | -3 | 0 | 3 | 0 | 0.3
C/C(=N\NC(=O)CC(C)C)c1c(C(F)(F)F)[nH]n(-c2nc3ccccc3s2)c1=O | 0.92 | 1 | 8 | 0.99 | 1 | 4 | -2 | -2 | 16
CCCCNC(=O)CN(c1cc(C(F)(F)F)ccc1Cl)S(C)(=O)=O | 0.91 | 0 | 9 | 1 | -4 | 5 | 1 | -5 | 0.4
O=C(O)CC1(CC(=O)Nc2cc3ccccc3cn2)CCCCC1 | 1 | -1 | -2 | 0.96 | 4 | -1 | -4 | 1 | 0.6
CCOC(=O)c1c(-c2ccc(C)o2)csc1NC(=O)CSc1nncs1 | 0.92 | -4 | 8 | 1 | -1 | -5 | 15 | 0 | -0.3
CCOc1ccccc1Nc1nnc(SCC(=O)NCC2CCCO2)s1 (stereo unspecified) | 1 | 2 | -2 | 1 | -2 | -2 | -3 | 5 | -1.1
CCCCn1c(O)c(C(CC)=Nc2ccc3c(c2)CCC3)c(=O)[nH]c1=O | 0.99 | -6 | 1 | 0.94 | 6 | 1 | -2 | -5 | 27
COc1ccc(CN2CCn3ncc(C(=O)Nc4ccc(Cl)cc4Cl)c3C2=O)cc1 | 1 | 3 | -2 | 1.1 | -6 | -5 | -10 | 2 | 0.5
Nc1cc(C(=O)O)c(Oc2ccc(Cl)cc2Cl)cc1C(=O)O | 0.99 | 0 | 1 | 0.76 | 24 | 24 | 7 | 2 | -2.3
Cc1cc(C(=O)NC2=NCCS2)cs1 | 1.1 | -2 | -6 | 1.1 | -5 | 0 | -2 | 3 | 1.0
New compounds follow
SMILES | mIAP act | beta cell repl | mIAP block | hIAP act | hIAP inh | APOBEC3A inh | APOBEC3G inh | NR3A LBD binder | MPTP block
CCN1C(=O)[C@H]2[C@@H](c3ccc(C)cc3)N3C(=O)N(c4ccc(C(F)(F)F)cc4)C(=O)[C@@]3(CC(C)C)[C@H]2C1=O | 0.97 | 0 | 3 | 1 | -1 | -1 | -9 | -9 | 94*
CCC(=O)Nc1cccc(-n2nnnc2SCC(=O)NCc2ccco2)c1 | 1 | -1 | 0 | 1 | -2 | 2 | 0 | 2 | 0.0
Fc1ccc2c(-c3cccc(C(F)(F)F)c3)c(-c3ccccc3)ncc2c1 | 0.89 | -7 | 11 | 0.97 | 3 | 2 | -3 | 1 | 3.3
CCn1c(=O)c(C(=O)CN2CCc3ccccc32)c(N)n(Cc2ccccc2)c1=O | 0.96 | -3 | 4 | 0.85 | 14 | -4 | -4 | 3 | -0.4
CCSc1n[nH]c2nc3c(c(=O)n12)C1(CCCCC1)Cc1ccccc1-3 | 0.93 | -5 | 7 | 1.1 | -5 | 4 | -3 | 0 | 33
CN1C(=O)[C@H]2[C@@H](C3CC3)N3C(=O)CN(Cc4ccccc4)C(=O)[C@@]3(C)[C@H]2C1=O | 1 | 3 | 0 | 0.86 | 14 | -1 | -9 | 2 | -0.1
CCOc1ccccc1NC(=O)CN1CCc2ccccc2C1 | 1.1 | -3 | -11 | 0.95 | 5 | 3 | 20 | 1 | 0.0
Cc1cc2oc(=O)c(CC(=O)NCCCN(C)C)c(C)c2c2occ(C(C)(C)C)c12 | 0.94 | -7 | 6 | 1.1 | -12 | 4 | -6 | -3 | x
CNC(=S)N/N=C1\CC(c2ccccc2)Oc2ccccc21 (stereo unspecified) | 0.86 | -6 | 14 | 1.1 | -5 | -6 | -7 | -9 | 0.5
O=[N+]([O-])c1cccc(/C=N/Nc2ncc(Br)cn2)c1 | 1 | -3 | -2 | 0.98 | 2 | -7 | -7 | -3 | -0.4

Outcome played no part in choosing rows, and some 5% of all compounds hit somewhere here.
